Integrin act MD = activators of alpha7 integrin expression for muscular dystrophy. alpha7betagal myoblasts, beta-gal FDG fluorescence, 48 h. Potency, µM (top dose mostly 38.3 µM), for the others: at the top dose activation, most hits filed as activators. actives 0.064% (n = 350,000). AID 624291;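 also: potency is read from the fitted curve at half-maximal effect; 100% = response of the positive control SU9516; nearly all actives have a fitted effect of over 60% in size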
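Alpha7betagal+/- myoblasts (passage 13) were plated 16-24 hr, then exposed to compounds (1:260 dilution of DMSO stock) for 48 hours at 37C. After MPER lysis, β-galactosidase reporter activity was read as FDG fluorescence (ex 480/em 540) after 30 minutes.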
TSG101-PTAP inh = blocks PTAP/TSG101 interaction to inhibit HIV-1 budding | Q99816 | 340,000 tested, under 10 active | Fluorescence polarization, FITC-PTAP peptide / Tsg101 binding | Potency, µM (doses to about 115 µM), for inactives: at the top dose activity change, negative = inhibition, usual class: inhibitors; active = well fitted inhibition curve with a large enough effect in the main read-out, with a control signal flat, not every such curve was filed as active; inconclusive = small, poorly fitted or top-dose-only effect, or effect the other way, or a change in a side signal; inactive = no such curve, though single readings can be large or run the other way; also: potency is read from the fitted curve at half-maximal effect; % of control where 0% means no effect
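FP read-out: FITC-PTAP peptide, 50 nM final, binding Tsg101 binding domain, 10 uM final; 20 min, r.t.; 10 mM HEPES pH 7.5, 0.15 M NaCl, 0.01% Tween 20, 3 mM EDTA, 0.1 mM TCEP.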
Menin-MLL TR inh = displaces Texas Red mutant MLL peptide from human menin; Potency, µM (series often up to 61.6 µM), without a hit: top-dose FP activity change, negative = inhibition, usual class: inhibitors; Menin + Texas Red MLL mutant peptide, fluorescence polarization; O00255; actives 0.23% (n = 270,000); active = well fitted inhibition curve with a large enough effect in the polarisation, with a control signal flat, not every such curve was filed as active; inconclusive = small, poorly fitted or top-dose-only effect, or effect the other way, or a change in a side signal; inactive = no such curve, though single readings can be large or run the other way; the % refers to the polarisation; also: potency is read from the fitted curve at half-maximal effect; % of control where 0% means no effect; many of its hits are not listed in these tables
AT treatment = potential ataxia-telangiectasia treatments restoring KAP-1 phosphorylation | actives 0.19% (n = 320,000) | […] A-T fibroblasts, KAP-1 phosphorylation AlphaLISA; neocarzinostatin DNA damage 30 min before lysis | Potency, µM (top dose mostly 57.5 µM), without a hit: at the top dose activation, most hits filed as activators; also: potency is read from the fitted curve at half-maximal effect; % of control where 0% means no effect; nearly all actives have a fitted effect of over 45% in size
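hTERT-immortalized A-T patient fibroblasts ([…]), 500 cells/well in OPTI-MEM, 1% FBS, got compounds for 60 min, then NCS for 30 min at 37C. Lysates were then assayed for phospho-KAP-1 by AlphaLISA (anti-pKAP1 donor, anti-KAP1 acceptor beads), 6 hr at 25C.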
CXXC DNA block = inhibitors of human MLL CXXC domain-DNA interaction; Q03164; MLL-CXXC / FITC-HOXA9 DNA fluorescence polarization; Potency, µM (doses to about 115 µM), without a hit: at the top dose activity change, negative = inhibition, hits mostly inhibitors; actives 0.037% (n = 290,000); AID 2662; active = well fitted inhibition curve with a large enough effect in the polarisation, with a control signal flat, not every such curve was filed as active; inconclusive = small, poorly fitted or top-dose-only effect, or effect the other way, or a change in a side signal; inactive = no such curve, though single readings can be large or run the other way; the % refers to the polarisation; also: potency is read from the fitted curve at half-maximal effect
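Steps: dispense CXXC domain solution (7 uM) → pin compounds or unlabeled HOX-A9 DNA control → 5 min ambient → add FLSN-HOX-A9 solution (50 nM) → spin → 30 min ambient → fluorescence polarization. Tris pH 7.5/NaCl/DTT/BSA buffer.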
Mito fusion yeast = mitochondrial division inhibition or fusion activation | S. cerevisiae fusion-defective mutant growth rescue, CellTiterGlo 48 h | Potency, µM (doses to about 46.1 µM), for inactives: at the top dose growth rescue (activation), most hits filed as activators | actives 0.23% (n = 320,000);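 also: potency is read from the fitted curve at half-maximal effect; % of control where 0% means no effect; nearly all actives have a fitted effect of over 45% in size; temperature-sensitive fusion mutants such as fzo1-1 at 37 °C on non-fermentable ethanol glycerol medium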
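Compounds are tested for their ability to restore growth of mitochondrial fusion-defective yeast strains at non-permissive 37C in YPEG medium over 48 hours. Viability is quantified by luciferase luminescence.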
ASM inhibitor = human S-ASM enzyme inhibition. P17405. placental ASM, HMU-PC fluorogenic substrate, 60 min. Potency, µM (highest dose often 57.5 µM), inactives show at the top dose activity change, negative = inhibition, hits mostly inhibitors. actives 0.006% (n = 340,000); also: potency is read from the fitted curve at half-maximal effect
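Human placenta-derived ASM preincubated with compound 10 min at room temperature, then reacted with 9 uM (final) fluorogenic HMU-PC substrate for 60 min at 37 C. Stop solution raises pH to 10; fluorescence read at Ex 386/Em 447 nm.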
TCR act = T cell receptor activation; primary human leukocytes, anti-CD3, IL-2 HTRF, 48 h; Potency, µM (top dose mostly 9.22 µM), for inactives: top-dose activation of IL-2 secretion, most hits filed as activators; 330,000 tested, under 10 active; AID 504894; also: % of control where 0% means no effect
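Primary human leukocytes incubated 48 hr with anti-CD3 beads plus compound, without co-stimulation. Secreted IL-2 measured by HTRF (europium cryptate/d2 anti-IL-2 pair, 320 nm excitation, 665 nm emission).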
TSHR antagonist = human thyrotropin receptor antagonism | TSHR-expressing cells, TSH-stimulated cAMP HTRF, 2 h; active compounds read low | activity change, negative = inhibition, % at 11.5 µM | actives 0.2% (n = 330,000) | P16473;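 active = activity change below a set negative limit, meaning inhibition stronger than a set level, cut at about -70% in these data; inconclusive = activity change between two set negative limits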; also: % is scaled to controls: 0 for no effect and ±100 for the full control effect
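Inhibition of cAMP made by TSHR-expressing cells under TSH stimulation (4nM final, EC80; 2 h, 37 deg C) is quantified with a one-step lysis HTRF kit, anti-cAMP cryptate versus cAMP-d2.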
MBNL1-CUG inh = inhibitors of human MBNL1 binding to CUG repeat RNA; Q9NR56; TR-FRET MBNL1-His/biotin-(CUG)12 binding, 665/545 ratio; Potency, µM (titrated, usually from 57.5 µM), for inactives: at the top dose activity change, negative = inhibition, usual class: inhibitors; actives 0.036% (n = 280,000); AID 2675; active = well fitted inhibition curve with a large enough effect in the signal ratio, with a control signal flat, not every such curve was filed as active; inconclusive = small, poorly fitted or top-dose-only effect, or effect the other way, or a change in a side signal; inactive = no such curve, though single readings can be large or run the other way; the % refers to the signal ratio; also: potency is read from the fitted curve at half-maximal effect; % is scaled to controls: 0 for no effect and ±100 for the full control effect
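MBNL1-His + Biotin-(CUG)12, cpd titration 92 nM–58 uM; Tb anti-His Ab 0.055 ng/ul, SA-XL665 5 nM (final); 60 min RT; ratiometric 665/545 nm, Ex 340 nm; normalized to buffer and full-complex controls.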
An asterisk follows results filed as active; ? = inconclusive; / = no result given; [ ] = dose if it differs, or a comment. Unless noted, calls follow the shape of the dose curve; as a rule, active = well fitted curve in the direction sought with a large enough effect; inconclusive = small, poorly fitted or top-dose-only effect, or another doubt; inactive = no such curve, though single readings can be large; an effect the other way counts as inactive or inconclusive. An excerpt, so the mix of outcomes need not match the whole.

SMILES | Integrin act MD | TSG101-PTAP inh | Menin-MLL TR inh | AT treatment | CXXC DNA block | Mito fusion yeast | ASM inhibitor | TCR act | TSHR antagonist | MBNL1-CUG inh
CC(=O)c1cc(-c2ccccc2)n(CCC(=O)NC(C)(C)C)c1C | -6% | 1% | -14% | -3% | 19% | 9% | 4% | 0% | 1 | -3%
CCN1CCC(O)(/C=C/c2ccc(C(C)C)cc2)C(C(=O)/C=C/c2ccc(C(C)C)cc2)C1 (stereo not drawn) | -58%[inhibitor] | -2% | / | / | / | / | ? | 1% | / | /
CSc1ccc(C#N)cc1NC(=O)c1ccc(Cl)cc1Cl | ? | 0% | -28% | 3% | 11% | 2% | 0% | -7% | -9 | 14%
O=C(c1ccncc1)N1CCN(S(=O)(=O)c2cccc(C(F)(F)F)c2)CC1 | 15% | -2% | / | 0% | / | -2% | 0% | 8% | 1 | /
O=C(CSc1nc(-c2ccccc2)ns1)NCC1CCCO1 (stereo not drawn) | 1% | -2% | / | 25% | -8% | 4% | 0% | -14% | 6 | 4%
Cc1ccc(NC(=O)CCN2C(=O)c3ccccc3Sc3ncccc32)cc1 | -56%[inhibitor] | -8% | / | 2% | 0% | 8% | -2% | -6% | 23 | -2%
CCn1cc(C(=O)OCC(=O)Nc2cccc(S(=O)(=O)N3CCOCC3)c2)c(=O)c2ccc(C)nc21 | 21%[7.66 µM] | -5% | 0% | 0% | -13% | -1% | 0% | 1% | -6 | -2%
COC(=O)C1=C(C(=O)OC)[C@@H]2N(C)c3ccccc3[C@@]23C[C@@H](CO)N(C(=O)C2CCC2)C3=N1 | ? | -4% | -16%[11.7 µM] | / | / | / | 2% | -5% | / | /
O=C(NCCCN1CCOCC1)C(=O)NCc1ccc(Cl)cc1 | 3% | -1% | 0% | -3% | 3% | -4% | 1% | -3% | 8 | 6%
CC1CN(C(=O)c2cccc(C(=O)N3CC(C)OC(C)C3)c2)CC(C)O1 (stereo not drawn) | -7% | -1% | 11% | 3% | 5% | -2% | 3% | -11% | -11 | -2%
O=C(CCc1nc(-c2ccccc2F)no1)NC1CCN(Cc2ccccc2)CC1 | 9% | 2% | -10% | 8% | -1% | 2% | -1% | 4% | 13 | -1%
Cc1occc1C(=O)N/N=C/C1=C(N2CCOCC2)C(=C\c2ccc(Cl)cc2Cl)/CC1 | 9% | 4% | 1% | -3% | 10% | -1% | -4% | -2%[46.1 µM] | -3 | /
Cc1ccccc1Cn1cnc2c(nnn2Cc2ccc(F)cc2)c1=O | -11%[7.66 µM] | -4% | ? | 5% | -1% | -1% | 1% | -7% | 14 | 2%
CCN(CC)C(=O)N1CCC(NC(=O)c2ccccc2)CC1 | -4% | -4% | -1% | 2% | -1% | 0% | 0% | / | 1 | -13%
O=C1c2cccc3cccc(c23)C(=O)N1CCN1CCN(CC(O)COc2ccccc2)CC1 (stereo not drawn) | 12% | 23% | 5% | -4% | 12% | -3% | 2% | -1%[46.1 µM] | 7 | ?
Cc1ccc(S(=O)(=O)NNC(=S)NCCc2ccccc2)cc1 | -15% | 0% | / | 4% | 2% | -5% | 0% | 9% | 25 | -4%
CC(C)CC(=O)NCCc1ccncc1 | 0%[7.66 µM] | -3% | 6% | 9% | 8% | -2% | 5% | 6% | 8 | -10%
O=C(COc1ccccc1)Nc1nc(-c2ccncc2)cs1 | -9% | -7% | / | 1% | -1% | -2% | / | 4% | -2 | 1%
COc1ccc2c(c1)-c1nc(NC(=O)c3cccs3)sc1CC2 | 5% | -6% | ? | 8% | 17% | -2% | -3% | 2% | -21 | 4%
Cc1ccc(C)c(-n2c(SCC(=O)Nc3nnc(C)s3)nnc2-c2ccoc2C)c1 | 4% | -4% | -8% | 4% | -8% | 4% | -4% | 1% | -3 | -8%
C=CCn1c(C23CC4CC(CC(C4)C2)C3)n[nH]c1=S | 11% | -8% | -21% | -7% | 9% | -6% | -6% | / | -10 | -6%
[N-]=[N+]=CC(=O)C(c1ccccc1)(c1ccccc1)c1ccccc1 | 8% | -4% | / | -2% | 0% | 1% | -3% | -6% | 8 | -8%
COc1cc(/C=N/N2CCOCC2)ccc1OC(=O)c1ccco1 | 13% | -1% | 0% | -10% | 131%[activator] | 1% | -1% | -2% | -4 | /
CCOc1ccc(CCNC(=O)Cc2nn[nH]n2)cc1OCC | 11% | 0% | 13% | 2% | 3% | -10% | 3% | 1% | -3 | 11%
COc1cccc(C2c3c(C)nn(-c4ccc([N+](=O)[O-])cc4)c3N=C3C(=O)Nc4ccccc4N32)c1 (stereo not drawn) | 38% | 1% | 43%[activator] | 5% | -1% | -4% | -13% | 2% | -7 | -1%

Additional compounds.
SMILES | Integrin act MD | TSG101-PTAP inh | Menin-MLL TR inh | AT treatment | CXXC DNA block | Mito fusion yeast | ASM inhibitor | TCR act | TSHR antagonist | MBNL1-CUG inh
COc1cccc(NC(=O)CSc2nnc(-c3cccnc3)o2)c1 | 37% | -2% | / | -1% | / | 1% | 4% | 0% | -9 | /
COc1ccc(-c2cn(-c3ccc(C)cc3)c(=O)n2CC(=O)Nc2ccc(OC)cc2OC)cc1 | 3% | -4% | -3% | -11% | 31%[activator] | 10% | -12% | -14% | -6 | -6%
CCCn1c2ccccc2c2cnn(CC(=O)NCCCN3CCCCC3)c(=O)c21 | -46%[inhibitor] | -6% | / | 5% | 0% | 4% | 2% | 0% | 11 | 3%
CC1CCN(C(=O)c2[nH]cnc2C(=O)Nc2nccs2)CC1 | -28% | -9% | / | 3% | / | -16% | 8% | -5% | -1 | /
O=C(Cc1ccccc1)Nc1ccccc1C(=O)N1CCCCCC1 | ? | -3% | 2% | 1% | 2% | 2% | 5% | 8% | 7 | 0%
Cc1cc(=O)oc2c(C)c(OCC(=O)NCCN3CCOCC3)ccc12 | 10% | -6% | / | 0% | 4% | -1% | 16% | -7% | 3 | -6%
CN(C(=O)c1cccc(NC(=O)Cc2ccc(NC(=O)C3CCN(C(=O)C4CC4)CC3)cc2)c1)C1CCC1 | 4% | 0% | / | / | / | / | 2% | 0% | / | /
CC(=O)Nc1cc2c(c([N+](=O)[O-])c1C)C(C)(C)CC2(C)C | -4% | -4% | / | / | / | / | 1% | 3% | / | /
Cc1ccc2occ(/C=C/C(=O)O)c(=O)c2c1 | -3% | -3% | -27% | 3% | 0% | 1% | 6% | 0% | 4 | -12%
O=C(c1c[nH]c2ccccc12)C(Cl)c1ccccc1 (stereo not drawn) | 2% | 2% | 65%[activator] | 30% | -1% | -44%[inhibitor] | 0% | 7% | 3 | 4%
Cc1cc(C)c(OCC(=O)N/N=C/c2ccc3c(c2)OCO3)c(C)c1 | -22% | 1% | -9% | -3% | 17% | -3% | 4% | 4% | 4 | /
COc1ccc(C2c3ccc(O)cc3Oc3ncn(CCCO)c(=N)c32)cc1 (stereo not drawn) | 3% | -3% | / | 25µM* | -4% | -2% | 6% | 4% | 0 | -10%
CSCC[C@H](NC(=O)[C@@H]1Cc2ccccc2CN1)C(=O)NC1CCCCC1 | -48%[inhibitor] | -2% | -19% | -13% | 50%[activator] | 23% | 5% | 1% | 15 | 3%
CCN(CC)S(=O)(=O)c1cccc(NC(=O)COC(=O)CNC(=O)c2cccc(F)c2)c1 | -3% | -4% | / | -2% | 8% | 0% | 4% | 12% | -6 | 0%
Cn1c(=O)n(C)c2cc(NS(C)(=O)=O)ccc21 | 5% | -4% | 11% | -7% | -1% | 2% | 2% | 0% | -2 | -6%
CCc1ccc(-c2cc(C(F)(F)F)n3nc(C(=O)Nc4c(C)nn(Cc5ccccc5Cl)c4C)cc3n2)s1 | -1% | / | / | 0% | 15% | 2% | 458%[activator] | / | -3 | 0%
Cc1ccc(C)c(Nc2c([N+](=O)[O-])cc(C(=O)N3CC(=O)Nc4ccccc43)cc2[N+](=O)[O-])c1 | -43% | 2% | ? | -15% | 0% | 14% | -23% | 3% | -9 | ?
CC1=NN(C(=O)CCc2ccccc2O)C(O)(C(F)(F)F)C1 (stereo not drawn) | 26% | -5% | -15% | -5% | -2% | -1% | 3% | -2%[46.1 µM] | 8 | -23%
CC(C)(C)NS(=O)(=O)c1ccc(N2C(=O)c3ccccc3C2=O)cc1 | 37% | -10% | 3% | 0% | -5% | 0% | 3% | 4% | -9 | ?
COc1ccccc1C1C=C(c2ccc(Cl)cc2)Nc2nc(N3C(=O)CCC3=O)nn21 (stereo not drawn) | 9% | -10% | -3% | 1% | 6% | -6% | 84%[activator] | -5% | -3 | 1%
Cc1cc(O)ccc1N=Cc1c(C(F)(F)F)[nH][nH]c1=O | -72%[inhibitor] | -2% | ? | -7% | -3% | -5% | 2% | -2% | 11 | ?

Screens: PubChem BioAssay, National Center for Advancing Translational Sciences (NCATS)
